EPAC2 antag = antagonists of human EPAC2; Potency, µM (highest dose often 114 µM), without a hit: top-dose activity, negative = inhibition, hits mostly inhibitors; EPAC2 GEF exchange of Rap1B-BODIPY-GDP, fluorescence; hit rate 0.18% among 360,000; Q8WZA2; note: % is set by controls: 0 for no effect and ±100 for the full control effect; nearly all actives have a fitted effect of over 45% in size; many of its hits are not listed in these tables
Target sequence (Q8WZA2 whole entry, looked up): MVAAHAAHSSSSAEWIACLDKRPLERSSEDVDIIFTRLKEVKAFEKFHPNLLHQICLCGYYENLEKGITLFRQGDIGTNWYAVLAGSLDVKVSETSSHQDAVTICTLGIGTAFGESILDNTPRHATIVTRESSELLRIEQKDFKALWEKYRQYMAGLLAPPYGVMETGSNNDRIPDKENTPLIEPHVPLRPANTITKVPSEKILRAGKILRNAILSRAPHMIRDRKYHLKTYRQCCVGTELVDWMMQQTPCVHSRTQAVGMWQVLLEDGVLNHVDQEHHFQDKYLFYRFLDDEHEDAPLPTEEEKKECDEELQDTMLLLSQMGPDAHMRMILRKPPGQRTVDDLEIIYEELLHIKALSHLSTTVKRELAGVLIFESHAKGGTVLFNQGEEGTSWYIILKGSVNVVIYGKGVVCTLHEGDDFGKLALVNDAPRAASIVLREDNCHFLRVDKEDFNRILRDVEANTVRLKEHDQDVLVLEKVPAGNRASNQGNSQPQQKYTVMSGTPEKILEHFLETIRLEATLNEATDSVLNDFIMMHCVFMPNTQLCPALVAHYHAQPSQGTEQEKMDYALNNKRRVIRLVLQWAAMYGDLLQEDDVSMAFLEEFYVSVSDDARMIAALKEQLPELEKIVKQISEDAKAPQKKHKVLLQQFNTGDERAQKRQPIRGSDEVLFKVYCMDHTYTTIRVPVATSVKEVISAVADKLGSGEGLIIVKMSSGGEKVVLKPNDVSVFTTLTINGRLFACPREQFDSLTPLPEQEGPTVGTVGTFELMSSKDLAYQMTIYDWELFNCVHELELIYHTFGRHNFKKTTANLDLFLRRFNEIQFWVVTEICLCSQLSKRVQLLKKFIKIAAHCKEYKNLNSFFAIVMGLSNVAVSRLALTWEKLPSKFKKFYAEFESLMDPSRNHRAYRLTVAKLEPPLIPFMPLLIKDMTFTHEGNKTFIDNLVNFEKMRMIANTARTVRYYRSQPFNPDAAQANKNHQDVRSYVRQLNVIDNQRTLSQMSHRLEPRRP
Nrf2 block = Nrf2 pathway inhibition. A549 ARE-Fluc reporter, luciferase luminescence, 18-24 h. Potency, µM (top dose mostly 46 µM), inactives show at the highest dose activity change, negative = inhibition, most hits filed as inhibitors. hit rate 2.1% among 360,000. AID 504444; note: % is set by controls: 0 for no effect and ±100 for the full control effect; nearly all actives have a fitted effect of over 60% in size
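Reporter: ARE-Fluc in A549. Exposure: 18-24 h, 37 °C, 5% CO2, 5% FBS OPTI-MEM. Readouts: fluorescent cytotoxicity (CellTiter-Fluor), then luminescent Nrf2 signal after BugLite.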
A549 viability = A549 cytotoxicity, counter-screen for Nrf2 inhibitors. hit rate 0.16% among 390,000. A549 ARE-Fluc cells, CellTiter-Fluor viability, 18-24 h. AID 504648. Potency, µM (top dose mostly 46 µM), inactives show top-dose activity change, negative = cytotoxicity, hits mostly inhibitors; note: % is set by controls: 0 for no effect and ±100 for the full control effect
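Cytotoxicity counterscreen: CellTiter-Fluor fluorescence was measured in A549 ARE_Fluc cells after 18-24 h of compound exposure in a concentration series. The subsequent BugLite luminescent read reports ARE-luciferase activity.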
Nrf2 ARE act = activators of Nrf2 (ARE) signaling; hit rate 0.31% among 410,000; AID 624171; Potency, µM (titrated, usually from 46.1 µM), without a hit: top-dose activation, usual class: activators; AREc32 ARE-luciferase reporter (MCF7-derived line), luminescence, 24 h; note: % of control where 0% means no effect; nearly all actives have a fitted effect of over 65% in size
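Quantitative high-throughput format: AREc32 reporter cells, 1000 per well, received compound by pin transfer and were incubated 24 hr at 37 deg C, 5% CO2, before Steady-Glo luminescence detection.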
S2 tox = cell viability loss in ATXN counter-screen; S2 cells (HEK-293 line with an ATXN2-luciferase reporter) viability, CellTiter-Fluor protease fluorescence, 24 h; Potency, µM (series often up to 56.7 µM), usual class: cytotoxic; hit rate 0.49% among 400,000; AID 651635; note: nearly all actives have a fitted effect of over 40% in size
ATXN2 expr inh = inhibitors of ATXN2 expression; hit rate 0.72% among 360,000; HEK-293 ATXN2-luciferase reporter, luminescence, 24 h; AID 1745845; Potency, µM (series often up to 57 µM), for inactives: top-dose activity change, negative = inhibition, hits mostly inhibitors; note: % is set by controls: 0 for no effect and ±100 for the full control effect; nearly all actives have a fitted effect of over 55% in size
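ATXN2-luciferase reporter cells (luciferase flanked by upstream and downstream ATXN2 gene portions) were treated 24 h at 37 °C with compounds at up to 57 uM. SteadyGlo luminescence gave expression; GF-AFC fluorescence gave viability.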
MCF10A rerep = DNA re-replication induction in MCF 10a cells; MCF 10A DNA re-replication, Hoechst nuclear intensity, 48 h; Potency, µM (doses to about 46.1 µM), for the others: at the top dose activity, positive = re-replication, most hits filed as activators; hit rate 2.9% among 350,000; AID 624296; note: % of control where 0% means no effect; nearly all actives have a fitted effect of over 50% in size
HepG2 tox = kills HepG2 cells in TGF-b inhibitor counter-screen | HepG2 CAGA-GFP viability, ATP luminescence, 18 h | Potency, µM (series often up to 46.1 µM), for the others: at the top dose activity change, negative = cytotoxicity, actives largely listed as cytotoxic | hit rate 0.76% among 410,000 | AID 588856; note: some results filed as inactive show a strong effect at the top dose
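CellTiter-Glo luminescence gave cytotoxicity after 18 hours at 37 degrees C. The cells were HepG2 CAGA-GFP in 1% FBS DMEM, stimulated with 500 pg/mL TGF-beta after compound addition. %Activity was normalised to no-cell wells (complete cell-killing) and DMSO (no toxicity), and curves were fitted and classified.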
TGFb inhibitor = inhibitors of TGF-b signaling. HepG2 CAGA-GFP TGF-b/SMAD3 reporter, GFP fluorescence, 18 h; TGF-beta stimulated, 500 pg/mL final. Potency, µM (series often up to 46.1 µM), without a hit: at the top dose activity, negative = inhibition, most hits filed as inhibitors. hit rate 1.2% among 410,000; note: % is set by controls: 0 for no effect and ±100 for the full control effect; nearly all actives have a fitted effect of over 65% in size
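Smad-responsive CAGA-GFP expression was quantified in HEPG2 cells exposed to compounds and 500 pg/mL final TGF-beta for 18 h at 37 degrees C; unstimulated wells defined full inhibition.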
Active calls of the source: *; i = inactive; ? = inconclusive; · = no result given; [ ] = dose if it differs, or a comment. Calls come from the whole dose curve; as a rule, active = well fitted curve in the direction sought with a large enough effect; inconclusive = small, poorly fitted or top-dose-only effect, or another doubt; inactive = no such curve, though single readings can be large; an effect the other way counts as inactive or inconclusive. Potency is the fitted concentration of half-maximal effect. Some of the compounds tested, so the mix of outcomes need not match the whole.

Value order: EPAC2 antag | Nrf2 block | A549 viability | Nrf2 ARE act | S2 tox | ATXN2 expr inh | MCF10A rerep | HepG2 tox | TGFb inhibitor
- Cc1ccccc1OCc1nnc(SCC(=O)N2c3ccccc3Sc3ccc(Cl)cc32)o1
    1% | ? | 0% | -0.3% | i | -6% | 0% | 5% | -5%
- O=C(Cc1ccc(Cl)cc1Cl)NCc1cccnc1
    -2% | -7% | 1% | 0.4% | i | 8% | 6% | -5% | 0%
- COc1ccc(Cn2ccnc2SCC(=O)Nc2cc(C(F)(F)F)ccc2Cl)cc1
    · | · | 0% | -0.9% | · | · | · | -34% | -34%
- CCOC(=O)NC(CC(=O)O)c1ccc(OC)c(OC)c1 (configuration not stated)
    -2% | -14% | -4% | 0.0% | i | -8% | 4% | 6% | -1%
- CC(=O)Nc1cccc(Nc2cc(C)nn2C)c1
    3% | · | · | -0.2% | i | 7% | · | -21% | -9%
- COCCn1c(-c2ccco2)nc2nc3ccccc3nc21
    1% | 2% | -4% | ? | i | 11% | ? | -15% | -14%
- Cc1ccc(Cl)cc1N1CCN(S(=O)(=O)c2c(C)noc2C)CC1
    -8% | -9% | 9% | -0.5% | i | -22% | 21% | -25% | -15%
- Cc1sc2ncnc(N3CCC(C(=O)NNC(=O)c4ccc(Cl)cc4)CC3)c2c1C
    0% | ? | -10% | 0.7% | i | -22% | 14% | -18% | -27%
- CC(C)n1c(=S)[nH]c2ccccc21
    1% | 4% | 11% | -0.3% | i | 5% | ? | -1% | -3%
- CCCn1nc(NS(=O)(=O)c2ccccc2)c2cc3ccccc3nc21
    9% | 7% | 2% | -0.6% | i | 6% | -2% | -4% | -23%
- CC1(C)Cc2ccccc2C(=C(C#N)C#N)N1
    5% | 9% | 2% | -1.2% | i | 11% | 3% | -4% | -1%
- O=C(Nc1nccs1)c1ccc(Cl)nc1
    0% | ? | -4% | 22% | i | 34% | -4% | -5% | -1%
- COc1ccc(NC(=O)Cn2c(=O)n(CCCC(=O)NCCc3ccc(C)cc3)c(=O)c3ccccc32)cc1Cl
    · | -1% | -2% | 0.4% | i | -4% | · | 17% | 2%
- COc1cc(NC(=O)c2cc3cccc(OC)c3o2)cc(C(=O)Nc2cccc(C(F)(F)F)c2)c1
    -7% | ? | -3% | 4.0% | ? | ? | 7% | -13% | ?
- Cc1onc(-c2ccccc2)c1C(=O)NNC(=O)c1ccccc1Br
    19% | 8% | -5% | 0.1% | i | · | 8% | -27% | -3%
- COC(=O)c1cc(S(=O)(=O)NCc2ccccc2OC)cn1C
    0% | ? | 12% | 7.5% | i | · | 1% | -2% | -5%
- COc1ccccc1OCc1nnc(SCC(=O)N2CCCCC2)n1-c1ccccc1
    -2% | 5% | -13% | -0.3% | i | -7% | 6% | -14% | ?
- COc1cc(-c2nnc(COC(=O)CSc3cc(C)c4ccccc4n3)o2)cc(OC)c1OC
    -2% | -1% | -3% | 0.3% | i | -16% | 3% | 3% | 2%
- O=C1OC(c2ccc3ccccc3c2O)(c2ccc3ccccc3c2O)c2ccccc21
    10% | ? | ? | 3.2% | · | ? | ? | -17% | ?
- Cn1cc(CN2C[C@]3(C)C[C@H]2CC(C)(C)C3)c(-c2ccc3c(c2)OCCO3)n1
    4% | -3% | -4% | 3.5% | i | 8% | ? | 5% | -1%
- Cc1ccccc1OCC(=O)Nc1ccc(N2CCN(C(=O)c3ccco3)CC2)cc1
    ? | 15µM* | -23% | 3.0% | i | -34% | 0% | -24% | -11%
- CCCCNC(=O)[C@H](Cc1c[nH]c2ccccc12)NC(=O)c1ccccc1Cl
    -20% | -9% | 1% | 2.6% | i | · | 1% | -18% | -26%
- COC(=O)c1sccc1-n1cc(C#N)c(=O)n(C)c1=O
    6% | 4% | -3% | -0.4% | i | 1% | 0% | -2% | 21%
- CCOC(=O)c1cc(CC)sc1NC(=O)c1ccc(N2CCOCC2)c([N+](=O)[O-])c1
    1% | -1% | -1% | -0.1% | ? | -28% | 27% | -1% | 16%
- O=C(CCn1c(=S)[nH]c2ccccc2c1=O)NCC1CCCO1 (configuration not stated)
    11% | 2% | 4% | 0.0% | i | -24% | -6% | 7% | 5%
- COc1ccccc1N(C)S(=O)(=O)c1ccc(C(=O)NCC(C)C)cc1
    4% | ? | -6% | -0.3% | i | -3% | 2% | -2% | 3%
- COCCC(=O)N1CCC(Oc2ccc(C(=O)NCCCC3CCCC3)cc2)CC1
    8% | -15% | ? | 4.1% | i | 0% | ? | -10% | -8%
- COc1ccc(CCNC(=O)C/C(C)=N/NC(=O)Cc2cccc3ccccc23)cc1OC
    -9% | 9% | 22% | -0.1% | i | 4% | 7% | 22% | 2%
- CCOC(=O)c1c(NC(C)=O)c2c3c(sc2n1Cc1nc(-c2ccccc2OCC)oc1C)CCCC3
    · | -2% | -6% | 2.8% | · | · | · | 9% | ·
- O=C(CCN1C(=O)c2ccncc2C1=O)Nc1cc(F)ccc1F
    -4% | 5% | 0% | 0.2% | i | -6% | -1% | 8% | 19%
- Cc1ncc(CN2CCCC(C(=O)Nc3ccc(-c4cccc(F)c4)cc3)C2)n1C (configuration not stated)
    -1% | 3% | 1% | 14% | i | ? | 23µM* | -77% | ?
- Nc1nc2ccc(C(=O)N3CCCCC3)cc2s1
    0% | 0% | -4% | 0.4% | i | 6% | -3% | -6% | -11%
- Cc1c(C)n(Cc2ccccc2)c2ncnc(NN)c12
    -21% | 26µM* | -17% | -0.3% | i | -6% | 2% | -39% | ?
- O=C(CN1CCCC1)Nc1cccc(Cl)c1Cl
    7% | 6% | 2% | -0.5% | i | · | 3% | 10% | 5%
- CCOC(=O)C1=CCN(S(=O)(=O)c2ccccc2Br)C1c1cccc(Cl)c1 (configuration not stated)
    -11% | · | · | 15% | i | -15% | · | -11% | -26%
- COCC(=O)N(Cc1ccco1)c1nnc(C2CCOC2)s1 (configuration not stated)
    -4% | 13% | 1% | 0.3% | i | 4% | -2% | 0% | 14%
- CC(C)(C)OC(=O)N[C@@H](C(=O)OC(C)(C)C)c1ccc2ccccc2c1
    9% | -10% | 4% | -0.6% | i | 1% | -11% | 1% | -10%
- O=C(NC1=NCCS1)C12CC3CC(CC(C3)C1)C2
    -3% | -9% | -1% | 2.3% | i | 2% | ? | 5% | 1%
- CCNC(=S)N/N=C(\C)c1cccc(C(F)(F)F)c1
    -2% | 2% | -9% | 2.2% | i | -15% | -3% | 58% | 3%
- COc1ccc(OCc2nnc3n2N=C(c2ccc(Br)cc2)CS3)cc1
    ? | -8% | 3% | -0.4% | ? | ? | 17% | -6% | 1%
- Cc1ccc(OCC(=O)Nc2ccc(-c3nc4ccc(C)cc4o3)cc2)cc1
    · | ? | -1% | 2.7% | i | 17% | · | -4% | -22%
- CN1CCN(C(=O)Cn2ncc3c4ccccc4n(Cc4ccc(Cl)cc4)c3c2=O)CC1
    · | -7% | -8% | 9.5% | ? | ? | · | -35% | -16%
- CCCc1nc(SCC(=O)Nc2cc(C)on2)c2ccccc2n1
    0% | ? | · | 17% | ? | -9% | ? | -16% | 6%
- CN(CC(=O)Nc1cccc(F)c1)C(=O)c1ccc2c(c1)S(=O)(=O)N=C1CCCCCN12
    -3% | 3% | -3% | -0.5% | i | 2% | 4% | 6% | -21%
- O=C(CNC(=O)c1cccs1)N=Nc1c(O)[nH]c2ccc([N+](=O)[O-])cc12
    2% | 5% | 8% | ? | i | · | -3% | -3% | -7%
- O=C(Cn1ncc2c3ccccc3n(Cc3ccccc3)c2c1=O)NCCCN1CCOCC1
    -1% | 2% | 4% | -0.7% | i | -17% | 9% | 8% | 10%
- O=C(CSc1oc(-c2cccs2)nc1S(=O)(=O)c1ccc(F)cc1)NCC1CCCO1 (configuration not stated)
    4% | -17% | 5% | 2.2% | i | 6% | -3% | -11% | -7%
- CCCCC[C@H](O)/C=C/[C@H]1CCC(=O)[C@@H]1CCCCCCC(=O)N1CCCCC1CO (some centres not stated)
    -17% | ? | -12% | 0.5% | · | ? | ? | -1% | 0%
- Cc1ccc([C@@H]2CC(=O)[C@@H]3CN(S(=O)(=O)c4ccc(C)cc4)[C@H](c4ccccc4)C[C@@H]3N2S(=O)(=O)c2ccc(Cl)cc2)cc1
    11% | · | · | -1.1% | i | -13% | · | 3% | 0%
- CCOC(=O)[C@H]1[C@H]2COc3ccc(Br)cc3[C@H]2N2C(=O)CN(CCc3c[nH]c4ccccc34)C(=O)[C@@]12C
    -8% | ? | -25% | 7.4% | i | -10% | -7% | 0% | ?

Additional structures follow.
Value order: EPAC2 antag | Nrf2 block | A549 viability | Nrf2 ARE act | S2 tox | ATXN2 expr inh | MCF10A rerep | HepG2 tox | TGFb inhibitor
- COc1ccc(CC(=O)NNS(=O)(=O)c2ccccc2[N+](=O)[O-])cc1OC
    3% | -4% | -3% | 0.5% | i | -1% | 0% | -30% | ?
- Cc1ccccc1-n1nc2c(c1NC(=O)C1CC1)CS(=O)(=O)C2
    1% | · | · | -0.1% | ? | · | · | 1% | -1%
- O=C(/C=C/Nc1ccc(F)c(F)c1)c1ccc(Br)cc1
    2% | ? | 2% | 13% | i | 43%[activator] | 21% | -5% | -4%
- COCc1cc(=O)[nH]c(Cc2c(Cl)cccc2Cl)n1
    2% | 7% | 1% | -0.9% | i | 2% | 0% | 5% | 8%
- C[C@H](CO)N1C[C@H](C)[C@H](CN(C)C(=O)Nc2cccc(Oc3ccccn3)c2)OCc2cnnn2CCCC1=O
    8% | · | · | -0.8% | i | -5% | · | -1% | 15%
- COc1ccc2c(c1)c1c(c(=O)n(Cc3ccccc3)c(=O)n1CC(=O)Nc1ccc(C)cc1C)n2C
    · | ? | -4% | -0.3% | i | 9% | · | 10% | -3%
- COc1ccc(-c2ccc(-c3noc(-c4ccccc4)n3)c(OC)n2)cc1
    14% | 10% | 0%[1.84 µM] | -0.5% | i | 0% | 1% | -33% | -5%
- Cc1ccccc1Cn1c(=N)n(CC(=O)c2ccco2)c2ccccc21
    24% | -14% | ? | 3.7% | i | -23% | -12% | -24% | 10µM*

Gathered by group: the compounds so far with a cyano group
Value order: EPAC2 antag | Nrf2 block | A549 viability | Nrf2 ARE act | S2 tox | ATXN2 expr inh | MCF10A rerep | HepG2 tox | TGFb inhibitor
- CC1(C)Cc2ccccc2C(=C(C#N)C#N)N1
    5% | 9% | 2% | -1.2% | i | 11% | 3% | -4% | -1%
- COC(=O)c1sccc1-n1cc(C#N)c(=O)n(C)c1=O
    6% | 4% | -3% | -0.4% | i | 1% | 0% | -2% | 21%

Source: PubChem BioAssay (National Center for Advancing Translational Sciences (NCATS))
